# Screens as filed in PubChem.
# IL-2 act = qHTS of IL-2 Activators; IL-2 activation reporter assay, cell-based qHTS; stimulated with anti-CD3/CD4/CD28 beads; in transgenic mouse T cells; activation, % (series mostly up to about 46 µM); hit rate 0.065% among 360,000; AID 652025, 2013; in the data active = activation above about 50%; inconclusive = mostly about 30% to 49%; note: 0% is about no effect
#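 Quantitative HTS in unstimulated transgenic mouse T cells, with memory T cells as non-tolerant control and PMA/ionomycin as tolerance-bypass control. Compound pretreatment lasted 60 minutes before 18 h bead stimulation; EGFP/DsRed fluorescence read.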
# GLP-1R inv ag = qHTS of GLP-1 Receptor Inverse Agonists (Inhibition Mode). Glucagon-like peptide 1 receptor (Homo sapiens), P43220. hit rate 1.6% among 410,000. HEK293 GLP-1R CRE-luciferase, luminescence, 24 h; GLP-1R form is constitutively active. Potency, µM (doses to about 38.3 µM), without a hit: top-dose activity change, negative = inhibition, most hits filed as inhibitors; note: potency is the fitted concentration of half-maximal effect; % is set by controls: 0 for no effect and ±100 for the full control effect; nearly all actives have a fitted effect of over 55% in size
#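 GLP-1R inverse agonism mode: basal reporter luminescence in engineered HEK293 cells measured after one day of compound exposure at 37 deg C, with a 12 min room-temperature detection step.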
# PTHR1 ag = qHTS for PTHR1 Agonists: Primary Screen | Parathyroid hormone/parathyroid hormone-related peptide receptor (Homo sapiens), Q03431 | HEK293 GP2 PTHR1 cells, GloSensor cAMP luminescence, 1 h | Potency, µM (series often up to 115 µM), for the others: at the top dose activation, actives largely listed as activators | hit rate 0.075% among 410,000; note: potency is the fitted concentration of half-maximal effect; nearly all actives have a fitted effect of over 55% in size; some results filed as inactive show a strong effect at the top dose; inactives centre near -15; many of its hits are not listed in these tables
# Target sequence (Q03431 whole entry, looked up): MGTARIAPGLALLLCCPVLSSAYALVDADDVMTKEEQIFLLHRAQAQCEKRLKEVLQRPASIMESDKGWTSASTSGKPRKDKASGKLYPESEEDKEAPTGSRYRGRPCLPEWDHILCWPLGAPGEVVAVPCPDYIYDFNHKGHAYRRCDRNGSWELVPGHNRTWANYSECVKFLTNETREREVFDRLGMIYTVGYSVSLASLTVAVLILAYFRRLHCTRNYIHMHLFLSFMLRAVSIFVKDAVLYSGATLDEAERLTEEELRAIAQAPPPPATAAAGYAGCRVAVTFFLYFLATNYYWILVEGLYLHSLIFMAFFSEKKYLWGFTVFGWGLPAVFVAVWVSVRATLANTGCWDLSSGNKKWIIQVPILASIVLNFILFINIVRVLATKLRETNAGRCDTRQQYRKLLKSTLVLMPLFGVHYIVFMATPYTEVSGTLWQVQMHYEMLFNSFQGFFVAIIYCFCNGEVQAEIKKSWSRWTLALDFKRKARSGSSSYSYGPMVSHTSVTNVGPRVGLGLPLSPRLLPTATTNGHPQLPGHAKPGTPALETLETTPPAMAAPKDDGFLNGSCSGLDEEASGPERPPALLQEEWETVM
#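 HEK-293-derived GP2 cells expressing PTHR1 and a GloSensor cAMP reporter, 3,000/well, plated overnight, given luciferin plus IBMX (each 0.5 mM as added) for 1 h at 37 °C, then compound for 1 h at 37 °C. Luminescence was read after 15 min at room temperature.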
# PI5P4K alpha inh = qHTS for Inhibitors of phosphatidylinositol 5-phosphate 4-kinase (PI5P4K) | PI5P4Kalpha enzyme, ADP-Glo luminescence, 60 min; stronger effect = lower value | max response, % | Phosphatidylinositol 5-phosphate 4-kinase type-2 alpha (Homo sapiens), P48426 | hit rate 1.2% among 330,000 | AID 652105, 2013; active = max response of -50% or lower; inconclusive = between -30% and -50%; inactive = -30% or higher; note: value at the top dose of about 77 µM; % is set by controls: 0 for no effect and ±100 for the full control effect
# Target sequence (P48426 whole entry, looked up): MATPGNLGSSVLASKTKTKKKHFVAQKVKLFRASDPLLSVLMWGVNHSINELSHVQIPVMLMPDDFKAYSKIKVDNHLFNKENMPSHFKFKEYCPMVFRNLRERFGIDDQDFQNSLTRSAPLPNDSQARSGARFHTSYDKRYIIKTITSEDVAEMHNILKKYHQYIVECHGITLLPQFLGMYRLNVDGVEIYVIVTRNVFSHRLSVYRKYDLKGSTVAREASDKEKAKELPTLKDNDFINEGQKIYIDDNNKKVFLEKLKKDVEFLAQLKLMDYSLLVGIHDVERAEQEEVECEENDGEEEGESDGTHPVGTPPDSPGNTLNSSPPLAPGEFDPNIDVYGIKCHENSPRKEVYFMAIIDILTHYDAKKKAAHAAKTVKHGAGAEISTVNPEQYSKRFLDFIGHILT
#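 Compounds were pin-transferred onto PI5P4Kalpha and substrate in HEPES pH 7.4 buffer with EGTA, CHAPS and 5% DMSO. ATP (5 microM final) started the reaction, which ran 60 minutes at room temperature before ADP-Glo detection.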
# GLP-1R agonist = qHTS of GLP-1 Receptor Agonists; HEK293 GLP-1R CRE-luciferase, luminescence, 4-6 h; cells express a hypersensitive GLP-1R form; Potency, µM (series often up to 45.6 µM), for inactives: at the highest dose activation, most hits filed as activators; hit rate 0.007% among 380,000; Glucagon-like peptide 1 receptor (Homo sapiens), P43220; note: potency is the fitted concentration of half-maximal effect; % of control where 0% means no effect
# EPAC1 antag = qHTS for Antagonist of cAMP-regulated guanine nucleotide exchange factor 3 (EPAC1): primary screen; hit rate 0.14% among 360,000; Rap guanine nucleotide exchange factor 3 (Homo sapiens), O95398; AID 720709, 2013; Potency, µM (highest dose often 115 µM), for the others: top-dose activity change, negative = inhibition, actives largely listed as inhibitors; EPAC1 GEF assay, Rap1b-BODIPY-GDP exchange fluorescence;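 note: potency is the fitted concentration of half-maximal effect; plate controls were vehicle for no effect and positive control for full effect; nearly all actives have a fitted effect of over 50% in size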
# PLK1 PBD inh = qHTS for Inhibitors of PLK1-PDB (polo-like kinase 1 - polo-box domain): Primary Screen; Plk1 PBD binding of FITC phosphopeptide, fluorescence polarization; Potency, µM, inactives show max response, negative = inhibition, hits mostly inhibitors; hit rate 2.8% among 360,000; AID 720504, 2013; note: potency is the fitted concentration of half-maximal effect; series mostly up to about 57 µM; % is set by controls: 0 for no effect and ±100 for the full control effect; nearly all actives have a fitted effect of over 65% in size
# EPAC1 ag = qHTS for Agonist of cAMP-regulated guanine nucleotide exchange factor 3 (EPAC1): primary screen; EPAC1 agonist qHTS, biochemical assay; response scale: 100% = response to 6.5 mM cAMP; hit rate 0.073% among 360,000; Potency, µM (highest dose often 154 µM), without a hit: top-dose activation, actives largely listed as activators; AID 720707, 2013; Rap guanine nucleotide exchange factor 3 (Homo sapiens), O95398; note: potency is the fitted concentration of half-maximal effect; nearly all actives have a fitted effect of over 60% in size
#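 Read-out is the fluorescence drop as BODIPY-GDP leaves Rap1B (480 nm excitation, 540 nm emission), recorded every 5 minutes over 30 minutes. Reactions held 100 nM EPAC1, 250 nM Rap1B–BODIPY-GDP and 50 uM GDP, with 6.5 mM cAMP setting full activation.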
# GLP1R cytotox = qHTS of GLP-1 Receptor Inverse Agonists: Cytotox Screen; hit rate 0.13% among 410,000; HEK293 cAMP-luciferase reporter cells, luminescence, 24 h; AID 624418, 2012; Potency, µM (series often up to 38.3 µM), for inactives: top-dose activity change, negative = inhibition, actives largely listed as inhibitors;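 note: loss of luciferase light is scored as toxicity; potency is the fitted concentration of half-maximal effect; % is set by controls: 0 for no effect and ±100 for the full control effect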
#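 Quantitative HTS format, 1536 wells, 200 cells/uL seeded. Compounds: 23 nL, 24 h, 37 °C. Detection: luciferase reagent, luminescence at 12 min RT; decreased signal taken as cytotoxic.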
# An asterisk follows results filed as active; i = inactive; ? = inconclusive; / = no result given; [ ] = dose if it differs, or a comment. Unless noted, calls come from the whole dose curve; as a rule, active = well fitted curve in the direction sought with a large enough effect; inconclusive = small, poorly fitted or top-dose-only effect, or another doubt; inactive = no such curve, though single readings can be large; an effect the other way counts as inactive or inconclusive. A portion of the library. The share of hits here may be higher or lower than overall.
SMILES,IL-2 act,GLP-1R inv ag,PTHR1 ag,PI5P4K alpha inh,GLP-1R agonist,EPAC1 antag,PLK1 PBD inh,EPAC1 ag,GLP1R cytotox
CCCCc1c(C)c2ccc(OCC(C)=O)cc2oc1=O,-5.0,?,-27%,-6,17%,5%,-5%,-4%,-8%
CN(C)CCN(Cc1ccccc1)S(=O)(=O)c1ccc(-c2ccc(=O)[nH]n2)s1,-4.1,121%[activator],-13%,-12,4%,-8%,?,-7%,-2%
Cc1csc(NC(=O)C2=NN(c3ccccc3)C(=O)CC2)n1,-0.4,-8%,i,2,0%,-1%,-14%,2%,8%
CSCCC(C(=O)Nc1c(C)cccc1C)N1CCN(C/C=C/c2ccccc2)CC1 (stereo not given),-0.3,-25%,-17%,-5,-1%,-13%,-1%,-9%,-5%
CC(C)Sc1nnc(-c2ccc(S(=O)(=O)N3CCOCC3)cc2)n1C,-0.3,-14%,12%,-14,5%,-10%,-7%,11%,-8%
Cc1cc(C(=O)OCC(=O)c2cccc([N+](=O)[O-])c2)c2ccccc2n1,1.6,12%,-21%,11,-1%,-20%,3%,-8%,0%
O=C(c1ccc([N+](=O)[O-])cc1)N1CCSC1c1ccc(Br)cc1 (stereo not given),0.9,?,-17%,5,6%,-13%,17µM*,-3%,-5%
Cc1ccnc(NS(=O)(=O)c2cccc3nsnc23)c1,-0.3,6%,-2%[57.5 µM],-1,0%,4%,-4%,1%,1%
C=CCn1c(SCC(=O)N2CCOCC2)nc(O)c(Cc2ccccc2)c1=O,0.9,-2%,-6%[57.5 µM],-2,2%,4%,-4%,-7%,15%
Cc1ccc(O)c(NC(=O)c2cc([N+](=O)[O-])ccc2Cl)c1,-5.4,?,-6%,-4,10%,-20%,-6%,3%,-10%
Nc1nc(SCc2ccccc2Cl)n[nH]1,-2.1,-4%,-29%,0,-1%,10%,-6%,7%,-11%
O=C1NC(Nc2nccs2)(C(F)(F)F)C(=O)N1CCc1ccccc1 (stereo not given),1.1,?,-9%[57.5 µM],-9,0%,0%,-19%,-4%,11%
CCOc1cc(C)c(C(C)C)cc1S(=O)(=O)N1CCOCC1,0.2,?,i,-2,0%,-1%,1%,1%,-11%
CSc1nc(=O)n2cccc(C)c2n1,-3.3,0%,-6%[57.5 µM],/,20%,21%,-2%,-1%,2%
CC(C)C[C@@H](COCc1ccc(F)cc1)N1CCN(C(=O)c2cccc(C(F)(F)F)c2)CCC1=O,-0.2,-10%,-38%[inhibitor],9,1%,-12%,3%,-25%,-12%
FC(F)(F)c1cccc(Nc2ncnc3ccccc23)c1,-1.6,0%,-20%[57.5 µM],/,11%,-9%,-4%,4%,-11%
O=C(NC(=S)Nc1ccc(Cc2ccncc2)cc1)c1ccccc1Cl,-0.8,6%,-36%[inhibitor],0,1%,3%,-1%,0%,-4%
COc1cc(NC(=O)c2ccccc2F)c(OC)cc1NC(=O)CN1CCCCC1,-1.9,?,-10%,2,15%,7%,-7%,-3%,-11%
Cc1ccc(-c2nc(N)sc2CC(=O)OCC(=O)N2C(C)CCCC2C)cc1 (stereo not given),-1.4,?,i,-4,7%,6%,-1%,-3%,-4%
CC(C)(C)c1nnc2sc(SCC(=O)c3ccc(Cl)cc3)nn2c1=O,-0.2,9%,i,/,-7%,4%,-12%,4%,9%
CCC1=NN(C(=O)COc2ccccc2)C(O)(c2ccncc2)C1 (stereo not given),-1.6,-20%,i,-3,5%,4%,1%,-1%,-5%
CN1CCCN(S(=O)(=O)c2ccccc2)CC1,0.7,-13%,i,1,11%,-7%,1%,4%,5%
CCn1nnc2cc(C(=O)O)ccc21,1.3,48%[activator],-5%,-27,3%,-3%,1%,5%,-6%
CCCCN1/C(=C/c2cccc[n+]2C)Sc2cc(NC(C)=O)ccc21,2.5,4%,i,-10,2%,0%,-1%,-6%,-1%
COc1ccc2cc(CCNC(=O)C3CC3)c(=O)[nH]c2c1,-1.0,6%,-24%,-8,-1%,5%,2%,0%,-12%
# More results follow:
SMILES,IL-2 act,GLP-1R inv ag,PTHR1 ag,PI5P4K alpha inh,GLP-1R agonist,EPAC1 antag,PLK1 PBD inh,EPAC1 ag,GLP1R cytotox
CC1C(=O)Nc2ccc(S(=O)(=O)NCCc3ccc(Cl)cc3)cc2NC1=O (stereo not given),-2.4,-14%,-11%,-17,-4%,-11%,-5%,2%,8%
CC(=O)C1=C(O)C(=O)N(Cc2cccnc2)C1c1ccccc1 (stereo not given),-2.1,9%,-1%[57.5 µM],/,1%,14%,1%,-2%,3%
COc1ccccc1OCC(=O)NCCCn1ccnc1,-0.2,12%,i,-5,9%,-12%,-9%,2%,17%
COc1ccc(-c2cnc3c(NC=O)cc(-c4ccccc4)cn23)cc1OC,-0.6,?,i,?,26%,-10%,-8%,1%,-31%
CC1=C(C(=O)OCc2ccccc2)C(c2ccc(Cl)cc2Cl)NC(=O)N1CCCC(=O)O (stereo not given),-3.8,-4%,i,-76*,1%,9%,-20%,-19%,-19%
O=C(CCN1CCN(CC(=O)Nc2ccccc2F)CC1)Nc1ccccc1F,0.8,-24%,5%[57.5 µM],-4,0%,-1%,-5%,-2%,-4%
Cc1ccc(C)c(N2CCN(C(=O)c3ccc(CS(=O)(=O)c4ccccc4C)o3)CC2)c1,-4.3,?,-30%[inhibitor],/,-9%,-16%,-7%,14%,?
CCn1cc(C(=O)NCc2ccc3c(c2)OCO3)c2cc(OC)c(OC)cc2c1=O,2.2,49%[activator],-1%,3,6%,-8%,-6%,-14%,-11%
CCOc1cc(C(c2c(C)[nH][nH]c2=O)c2c(C)[nH][nH]c2=O)ccc1OC(=O)c1cccc([N+](=O)[O-])c1,-0.4,0%,i,/,-15%,6%,-27%,3%,-7%
COCCn1nnnc1C(c1cccc(C(F)(F)F)c1)N1CCN(Cc2ccccc2)CC1 (stereo not given),-0.1,?,-19%[57.5 µM],28,5%,-3%,-3%,-13%,-3%
CC1CN(c2nc(Nc3ccccc3)nc(N)c2[N+](=O)[O-])CC(C)O1 (stereo not given),0.9,12%,-11%,-3,?,-11%,-7%,-1%,-2%
CC(C)Oc1ccc(S(=O)(=O)N2CCOCC2)cc1NC(=O)C(C)Oc1ccc(F)cc1 (stereo not given),-5.8,-20%,i,-2,26%,-6%,-4%,-3%,5%
O=c1c2ccccc2nc(SCc2cc([N+](=O)[O-])cc3c2OCOC3)n1-c1ccccc1,-0.9,2%,i,-4,5%,14%,-7%,10%,-2%
CC/C(=N\OC(=O)c1ccc(OC(C)C)cc1)c1ccc(C)cc1,-0.4,?,8%,12,0%,-11%,-1%,-5%,-2%
Cc1ccccc1NS(=O)(=O)c1cc(C(=O)Nc2ccccc2-c2ccccc2)ccc1Cl,-1.2,-18%,12%[57.5 µM],/,5%,-10%,-8%,22%,7%
O=C(/C=C\c1ccccc1[N+](=O)[O-])Nc1ccccc1,1.0,-3%,-11%,0,8%,-6%,-5%,-4%,-15%
CCOC(=O)C1=C(C)NC(C)=C(C(=O)OCC)C1C(=O)OCC(=O)NCc1ccccc1OC,2.0,-14%,i,-4,3%,-12%,0%,-5%,14%
Brc1ccc(-c2noc(CCc3ccccc3)n2)cc1,0.0,-17%,-27%,26,1%,-3%,6%,13%,0%
CN(CCO)c1cc(N2CCCCC2)c2nonc2c1[N+](=O)[O-],-1.2,1%,i,-1,18%,-29%,-7%,-5%,?
O=C1S/C(=C/c2ccc(N3CCOCC3)o2)C(=O)N1Cc1c(F)cccc1Cl,13,0%,i,/,4%,10%,43%[activator],-7%,4%
O=c1c2cnn(-c3ccccc3)c2ncn1Cc1ccco1,-0.2,12%,-56%[inhibitor][57.5 µM],1,24%,-6%,-8%,7%,3%
CCOC(=O)c1cc2c(C(F)(F)F)cc(-c3ccccc3)nc2o1,-0.2,0%,i,/,-10%,14%,-3%,10%,0%
COc1ccc(C2CC(=O)Nc3c2c(=O)[nH]c2nc4ccccc4n32)cc1 (stereo not given),/,6%,i,/,-3%,/,/,/,-6%
COCCCn1c2nc3ccccc3nc2c2c(=O)n(CC3CCCO3)cnc21 (stereo not given),-1.4,32%[activator],i,-3,3%,1%,1%,3%,2%
Oc1ccc(C[C@H]2CN([C@@H](Cc3ccc(O)cc3)CN3CCC[C@@H]3CN3C(=S)NC[C@@H]3Cc3ccccc3)C(=S)N2CC2CCCCCC2)cc1,-1.0,?,14%,?,-7%,1%,6%,-5%,?
Cc1cccc(N(C(=O)CS(=O)CC(=O)Nc2ccc3c(c2)OCO3)C(C)C(=O)NC2CCCC2)c1C (stereo not given),0.5,?,i,-1,13%,-3%,-7%,-10%,-3%
O=C(Cn1c(-c2ccccn2)nc2ccccc21)N/N=C/c1cccnc1,3.0,-11%,i,0,7%,19%,1%,-1%,14%

# An excerpt from above in order of their number in EPAC1 antag, high to low.
smiles,EPAC1 antag
CC(=O)C1=C(O)C(=O)N(Cc2cccnc2)C1c1ccccc1 (stereo not given),14%
O=c1c2cnn(-c3ccccc3)c2ncn1Cc1ccco1,-6%
CC1C(=O)Nc2ccc(S(=O)(=O)NCCc3ccc(Cl)cc3)cc2NC1=O (stereo not given),-11%
